High-throughput results (PubChem BioAssay)
hcGAS lum: inhibitors of human cGAS; Q8N884; recombinant h-cGAS, ATP depletion, Kinase-Glo luminescence; inhibition, % at 12.5 µM; 290,000 tested, 0.081% active; AID 1259398;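 further: 0% = vehicle reaction and 100% = reaction without DNA for no activity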
Target sequence (Q8N884 whole entry, looked up): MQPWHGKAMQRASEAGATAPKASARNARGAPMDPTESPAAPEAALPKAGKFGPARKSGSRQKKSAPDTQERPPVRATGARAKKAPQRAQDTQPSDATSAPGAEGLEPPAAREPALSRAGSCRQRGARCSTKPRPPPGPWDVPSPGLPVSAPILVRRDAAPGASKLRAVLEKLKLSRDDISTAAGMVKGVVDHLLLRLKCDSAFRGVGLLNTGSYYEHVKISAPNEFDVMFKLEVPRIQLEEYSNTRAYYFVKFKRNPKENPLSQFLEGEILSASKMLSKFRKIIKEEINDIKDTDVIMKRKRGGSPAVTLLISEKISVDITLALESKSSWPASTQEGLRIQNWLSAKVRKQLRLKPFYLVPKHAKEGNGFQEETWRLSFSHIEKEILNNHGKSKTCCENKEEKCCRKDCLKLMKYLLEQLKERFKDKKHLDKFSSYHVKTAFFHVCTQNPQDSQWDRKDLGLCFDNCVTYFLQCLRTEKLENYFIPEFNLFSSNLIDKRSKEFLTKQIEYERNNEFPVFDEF
mcGAS inh: inhibitors of mouse cGAS; recombinant cGAS, Kinase-Glo ATP depletion luminescence; 160,000 tested, 0.15% active; AID 1259399; Q8C6L5; inhibition, % at 12.5 µM;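 further: 0% = negative control wells and 100% = reference inhibitor with no enzyme activity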
NPYLR7 ag: mosquito NPYLR7 agonism; HEK293T NPYLR7/Galpha15, GCaMP6s calcium fluorescence; activation, % at 10 µM; 270,000 tested, 0.15% active; in the data active means activation above about 40%;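 further: 0% = vehicle and 100% = reference agonist at the receptor; some compounds past the cut are filed as inactive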
Numbers without * were called inactive; x = no result given; & = joins results of further samples. Unless noted, no stated cut-off is given here; in the data, active means inhibition above about 40%; inactive means the rest.

SMILES,hcGAS lum,mcGAS inh,NPYLR7 ag
CC(COC(=O)c1ccnn1C)COc1ccccc1 (stereo not given),-6,x,3
CC(=O)Nc1cc(C(=O)OCc2ccc(F)cc2)ccc1C,-2,x,-3
N#Cc1ccccc1C(=O)N1CCN(Cc2cccc(-c3noc(-c4cccc(C(F)(F)F)c4)n3)c2)CC1,-6,-6,4
Cc1ccc(Cl)cc1N1CCC(CNC2=NCCCN2)C1 (stereo not given),-8,x,4
O=C(CNc1ccc(I)cc1)N1c2ccccc2Sc2ccccc21,-6,-6,-7
Cc1ccc(-n2nc(C(=O)NCC3CCCO3)c(=O)n(Cc3cccnc3)c2=O)cc1 (stereo not given),-6,-5,18
COc1c(F)c(F)c(OC)c(F)c1F,5,-4,5
OC[C@H]1O[C@H](O[C@H]2[C@H](O)[C@@H](O)[C@H](O)O[C@@H]2CO)[C@H](O)[C@@H](O)[C@@H]1O,-1,x,-10
CCc1cc(N2CCN(C/C=C/c3ccccc3)CC2)nc(SCc2ccc(C(=O)N3CCN(C)CC3)o2)n1,-1,-5,-9
CCN(CC)CCN(C(=O)c1ccco1)c1nc2c(OC)ccc(Cl)c2s1,-5,x,7
Cc1nnc(SCC(=O)NC2CCCCCC2)n1C1CCCCC1,2,-3,-13
CC(C)c1ccc(N2CCN(CC(=O)N3CCC(O)CC3)C2=O)cc1,-6,x,3
COc1ccc(CC(=O)N(CCn2cccn2)c2nc3ccccc3s2)cc1,-2,-6,1
CCOC(=O)C1CCCN(C(=O)c2ccc(CSc3nc(C)c(C)c(N4CCN(CC)CC4)n3)cc2)C1 (stereo not given),6,-3,-3
CCOc1ccc(CN2CCNC(=O)C2CC(=O)NCCOC(C)C)cc1 (stereo not given),-7,x,6
COc1ccc(CC(=O)Nn2cnc3c(cnn3C(C)(C)C)c2=O)cc1,1,x,8
CN1CCN(NC(=O)c2ccc(Br)c(S(=O)(=O)N3CCOCC3)c2)CC1,2,x,-6
CCNC(=S)N(CCN(C)C)Cc1c(-c2ccccc2)noc1N(CC)CC,-4,-5,4
CCOc1ccc(S(=O)(=O)Nc2ccc(Nc3ccc(-n4nc(C)cc4C)nn3)cc2)cc1,-7,-9,-3
c1ccc(N=c2scc(-c3ccccc3)n2CC2CCCO2)cc1 (stereo not given),-2,x,-1
O=C1C(=O)N(CCN2CCOCC2)C(c2ccc([N+](=O)[O-])cc2)C1=C(O)c1ccccc1 (stereo not given),-5,-7,4
COCCN(CC(=O)N(CCc1c[nH]c2ccccc12)Cc1ccc(C(F)(F)F)cc1)S(=O)(=O)c1cccc(C(F)(F)F)c1,-4,-5,3
CC1(C2CCN(C(=O)C#Cc3ccccc3)CC2)NC(=O)N(Cc2ccsc2)C1=O (stereo not given),-11,-9,23
Cc1nnsc1C(=O)Nc1nc2c(s1)C[C@]1(C)CC[C@@H]3[C@H](OC(=O)[C@H]3C)[C@H]1[C@@H]2C,-5,-5,-11
Cc1noc(C)c1C1CCCN1S(=O)(=O)NCc1ccccc1 (stereo not given),-4,x,8
COc1ccc(CCC(=O)N2CCNCC2C(=O)N2CCOCC2)cc1 (stereo not given),-1,-3,-3
Cc1oc(-c2ccoc2)nc1CN1CCCCC1CCc1ccccc1 (stereo not given),-3,-13,4
CCC(C(=O)NCc1cccc(C(F)(F)F)c1)n1c(=O)n(-c2cccc(OC)c2)c(=O)c2ccccc21 (stereo not given),-10,-5,18
O=C(c1cnc2ccccc2c1)N1CCOC(COc2cccc(C(F)(F)F)c2)C1 (stereo not given),-1,-6,2
CCSc1nc(NC(C)C)c2cnn(CCNC(=O)c3ccc(F)c(F)c3)c2n1,10,-2,3
O=c1ccc(-c2ccccc2)nn1Cc1ccccn1,-11,x,9
COc1ccc2nc(C)cc(Oc3ccc(Br)cc3)c2c1,-4,x,-8
O=P1(NCc2ccco2)C=C(c2ccccc2)OC(c2ccccc2)=C1,-2,-4,10
CCN1C(=O)/C(=C2/SC(c3ccccc3)=C3N=CC(C)=CN32)SC1=S,2,x,-3
CC(C)n1c(=O)[nH]c2sc3c(c2c1=O)CCN(C(=O)Cc1c(F)cccc1F)C3,-3,-6,6
CCc1nc2ccc(C(=O)N(C)CCCN(C)C)cn2c1N(C)C(=O)Cc1ccccc1,-3,-1,1
CCOC(=O)[C@@H]1[C@@H](O)C(=O)NC12CCN(C(=O)CCc1ccccc1)CC2,3,-4,12
COc1ccc(Nc2nnc(-c3cc4c(ccc5ccccc54)oc3=O)s2)cc1,-3,-4,-3
O=C(NCCS(=O)(=O)N1CCN(c2ccc(F)cc2)CC1)C1c2ccccc2Oc2ccccc21,-1,-5,3
CCOc1ccc2nc(SCC(=O)n3c4ccccc4c4ccccc43)sc2c1,-9,-6,-4
COc1cccc(COc2coc(CN3CCCN(C(=O)c4ccc(NC(C)=O)cc4)CC3)cc2=O)c1,-4,-5,7
O=c1c2cc3c(=O)n(CC4CCCO4)ccc3nc2ccn1CCN1CCOCC1 (stereo not given),-5,x,-1
O=C(c1ccc2c(c1)OCCO2)N(Cc1ccccn1)c1nc2ccc(F)cc2s1,-4,-5,0
Cc1ccc2c(-c3cc4c(n(CC5CC5)c3=O)CCN(C(=O)c3cc5ncccn5n3)C4)cccc2n1,5,-2,11
CC(C)NC(=O)CC(c1cccc(C(F)(F)F)c1)c1c[nH]c2ccccc12 (stereo not given),-6,-3,37

Quoted from the listing.
Entry for CCc1nc2ccc(C(=O)N(C)CCCN(C)C)cn2c1N(C)C(=O)Cc1ccccc1 under mcGAS inh: -1
Entry for COc1ccc(Nc2nnc(-c3cc4c(ccc5ccccc54)oc3=O)s2)cc1 under mcGAS inh: -4
Entry for Cc1ccc2c(-c3cc4c(n(CC5CC5)c3=O)CCN(C(=O)c3cc5ncccn5n3)C4)cccc2n1 under hcGAS lum: 5
Entry for CCN1C(=O)/C(=C2/SC(c3ccccc3)=C3N=CC(C)=CN32)SC1=S under NPYLR7 ag: -3

Next part
SMILES,hcGAS lum,mcGAS inh,NPYLR7 ag
COc1ccc(CN(C)Cc2nc(-c3cc4c(cc3Cl)OCO4)oc2C)c2cccnc12,-8,x,6
O=C1Nc2cc(Cl)ccc2C1=Cc1ccco1,-3,-3,12
Cn1cc(-c2ccc(N3CC=C(c4ccc(O)cc4)CC3)nn2)cn1,-5,-14,-2
Clc1nc(Nc2cccc3ccccc23)nc(N2CCOCC2)n1,-2,-7,1
O=C1C2C3C=CC(C3)C2C(=O)N1c1ccccc1 (stereo not given),-2,x,-6
Cc1cc(C)c(-c2c(O)c3cccc4c3n(c2=O)CCC4)c(C)c1,-3,x,-7
O=C(Nc1cccnc1N1CCN(C(=O)c2sccc2Cl)CC1)c1ccc2c(c1)OCO2,-1,-1,0
O=C(Nc1ccc(F)c(Cl)c1)N1CCSC1c1cccc(Oc2ccccc2)c1 (stereo not given),-12,-7,8
O=C(CCc1ccc(-c2ccc(Cl)cc2)[nH]1)N1CCCC(O)(CO)CC1 (stereo not given),-4,-10,14
C=CCn1c(N2CCN(Cc3ccc(F)cc3)CC2)nc2c1c(=O)[nH]c(=O)n2C,2,x,-10
O=C(NCc1ccco1)N1CCc2onc(-c3ccc(C(F)(F)F)cc3)c2C1,-10,x,11
O=C(OC1CCSC1)C1(c2ccccc2F)CC1 (stereo not given),-9,x,-1
CS(=O)(=O)c1ccc(S(=O)(=O)NC(c2ccc3c(c2)OCCO3)C2CC2)cc1 (stereo not given),10,x,3
CCOC(=O)c1c(NC(=O)CSc2nnc(C)s2)sc2c1CCC(C)C2 (stereo not given),0,0,0
CCCn1ncc(C(=O)NCCC2CN(C)CCO2)c1C (stereo not given),-7,-11,4
CN(C)C(=O)c1cc2c(=O)n3ccccc3nc2n1C,-6&-6,-6,2&0
CC(=O)NCC1CCN(Cc2cnc(-c3cccc(C)c3)nc2)C1 (stereo not given),0,x,0
CCCc1nn(C)c(C(=O)NC(C)c2ccccc2)c1Cl (stereo not given),-10,x,10
CC(=O)N1N=C(c2ccccc2)OC1C(=O)NCCN1C(=O)CSC1=O (stereo not given),7,x,3
Oc1ccc(C23CCCC2C2(CCCC2)c2ccc(O)cc2O3)c(O)c1 (stereo not given),-1,x,-5
COc1cccc(NC(=O)N(CC(C)C)CC(O)c2ccc(F)cc2)c1 (stereo not given),-9,x,2
C=c1ccccc1=C1NN=C(SCc2nc3c(cnn3C)c(=O)[nH]2)O1,0,x,-6
COc1ccc(C=C2SC(=S)N(CCCN3CCOCC3)C2=O)cc1,-9,x,5
CC(=O)NCCc1nc2ccccc2n1CCC1CCCCC1,12,-2,19
C=CCOCC(O)CN(C)CC1CC(c2ccc(F)cc2)=NO1 (stereo not given),-1,0,-3
O=C(N[C@H]1CCCCNC1=O)c1ccc(N2CCC(NCc3cccc(Cl)c3)CC2)cc1,-7,-12,5
O=C(Cn1ncn2cccc2c1=O)N1CCCCC1,-6,-3,3
Cc1c(C(C)NC(=O)CCNC(=O)C2CC2C)cnn1-c1ccc(F)cc1 (stereo not given),-8,-18,2
CC(NC(=O)CN(CC(=O)N(C)C)CC(F)(F)F)c1ccc(F)cc1 (stereo not given),-5,x,-2
Cc1ccc(NC(=O)CN2CC(=O)Nc3ccccc32)c(Cl)c1,-10,x,7

The list goes on; it opens with the six that closed the last part.
SMILES,hcGAS lum,mcGAS inh,NPYLR7 ag
C=CCOCC(O)CN(C)CC1CC(c2ccc(F)cc2)=NO1 (stereo not given),-1,0,-3
O=C(N[C@H]1CCCCNC1=O)c1ccc(N2CCC(NCc3cccc(Cl)c3)CC2)cc1,-7,-12,5
O=C(Cn1ncn2cccc2c1=O)N1CCCCC1,-6,-3,3
Cc1c(C(C)NC(=O)CCNC(=O)C2CC2C)cnn1-c1ccc(F)cc1 (stereo not given),-8,-18,2
CC(NC(=O)CN(CC(=O)N(C)C)CC(F)(F)F)c1ccc(F)cc1 (stereo not given),-5,x,-2
Cc1ccc(NC(=O)CN2CC(=O)Nc3ccccc32)c(Cl)c1,-10,x,7
CC(C)N(CCNC1CCS(=O)(=O)C1)C(C)C (stereo not given),-3,-8,3
Cc1oc(-c2cc(F)cc(F)c2)nc1CN1CCN(C(=O)c2ccco2)CC1,-8,x,13
CN(C)CCNc1ncnc2[nH]ncc12,3,x,12
CC(NC(=O)c1cc(CN2CCOCC2)on1)c1ccccc1-n1cccn1 (stereo not given),-5,x,33
COc1ccc(C(=O)N2CCN(CC(OCc3c(F)cccc3F)c3ccc(Cl)cc3)CC2)c(OC)c1 (stereo not given),0,-5,x
COc1ccc(-c2cnc(N)c(C)c2)cn1,1,-13,5
Cc1[nH]cnc1C(=O)N1CCC(n2nccc2NC(=O)C2CC2)CC1,1,-8,15
CC(C)CN(Cc1cnn(C)c1)C(=O)c1cc(=O)n(C)c(=O)n1C,-1,-11,1
CC(=O)NCCc1nc2ccccc2n1CCCOc1ccccc1,-6,-9,-1
CC1(C)CN(C(=O)c2ccccc2F)C2(S1)C(=O)N(Cc1ccccc1)c1ccc(Cl)cc12 (stereo not given),-10,-6,5
CC1C(=O)N(c2ccc(Cl)cc2)CCN1S(=O)(=O)c1ccccc1 (stereo not given),-8,-7,-3
CC(=O)N(CCCN(C)C)c1nc2cc(C)cc(C)c2s1,2,-3,2
Cc1ccccc1-c1nc(Cc2ccccc2)no1,4,-8,7
OCc1ccn(-c2c(F)cccc2F)n1,3,x,0
Cn1ccnc1CNC(=O)c1cc(Cl)cc(Br)c1O,-7,x,7
CC(CCc1ccccc1)NC(=O)C(C)Nc1ccc2c(c1)OCO2 (stereo not given),-5,x,6
CN(C(=O)c1nn(-c2ccccc2F)c(=O)n(Cc2cccc(C(F)(F)F)c2)c1=O)C1CCCCC1,-6,-7,9
CCCc1cc(NS(=O)(=O)c2ccc(OC)c(C)c2)n[nH]1,-7,-14,1
C=C(C)C(O)(C(=C)C)c1ccc(CN(CCCOC)Cc2cccs2)o1,-3,-4,-3

Given with each value named: part of the list above.
> CC(CCc1ccccc1)NC(=O)C(C)Nc1ccc2c(c1)OCO2 (stereo not given)
  hcGAS lum: -5	mcGAS inh: x	NPYLR7 ag: 6
> CCCc1cc(NS(=O)(=O)c2ccc(OC)c(C)c2)n[nH]1
  hcGAS lum: -7	mcGAS inh: -14	NPYLR7 ag: 1
